RGS4-Gao reg: modulators of RGS4 binding to Galphao, primary screen, biochemical, multiplexed bead flow cytometry. 220,000 tested, 0.33% active. binding response (% of control), % at 10 µM. Guanine nucleotide-binding protein G(o) subunit alpha (Homo sapiens), P09471. actives lie on both sides; in the data active = binding response below about 49% or above about 150%; inactive = in between;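 also: fluorescent Galphao activated with aluminum fluoride binding bead-coupled RGS4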
Target sequence (P09471 whole entry, looked up): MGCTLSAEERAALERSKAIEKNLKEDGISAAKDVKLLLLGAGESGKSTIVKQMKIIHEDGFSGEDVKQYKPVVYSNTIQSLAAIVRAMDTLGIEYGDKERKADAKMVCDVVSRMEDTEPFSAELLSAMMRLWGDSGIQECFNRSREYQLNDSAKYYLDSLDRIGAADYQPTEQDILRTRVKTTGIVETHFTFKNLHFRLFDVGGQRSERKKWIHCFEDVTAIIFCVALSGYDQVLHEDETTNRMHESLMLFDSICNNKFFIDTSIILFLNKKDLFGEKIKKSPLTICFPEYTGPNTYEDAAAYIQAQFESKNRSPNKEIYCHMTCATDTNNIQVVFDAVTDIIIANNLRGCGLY
RGS8-Gao: RGS8-Galphao binding modulators, primary screen, biochemical, multiplexed bead flow cytometry | Guanine nucleotide-binding protein G(o) subunit alpha (Homo sapiens), P09471 | actives lie on both sides | response (percent of control binding), % at 10 µM | 220,000 tested, 0.34% active; in the data active = response below about 60% or above about 140%; inactive = in between;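 also: Galphao activated as the GDP aluminium fluoride complex binding bead-coupled RGS8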
Bcl-W Bim block: inhibitors of Bim binding to Bcl-W, primary screen, biochemical, multiplexed, bead-based flow cytometry | Bcl-2-like protein 2 (Homo sapiens), Q92843 | Bim peptide-Bcl-W binding | inhibition, % at 10 µM | 190,000 tested, 0.02% active;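 also: 0% = bound tracer without compound and 100% = peptide blocker; higher means less fluorescent Bim peptide bound to Bcl-W beads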
Mcl1-Bid inh: Mcl-1/Bid binding inhibitors, primary screen, biochemical, TR-FRET, 1536-well; Induced myeloid leukemia cell differentiation protein Mcl-1 (Homo sapiens), Q07820; TR-FRET Mcl-1/Bid-Dy647 peptide binding; inhibition, % at 21.7 µM; 220,000 tested, 0.97% active; AID 1021, 2008;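 active = compounds that cut the binding signal by more than half at the single screening dose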;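 also: His-tagged Mcl-1 with europium anti-His antibody binding Bid BH3 peptide; 0% = Mcl-1 plus peptide wells and 100% = peptide-only wells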
Bim-Bfl-1: inhibitors of Bim binding to Bfl-1, primary screen, biochemical, multiplexed, bead-based flow cytometry. AID 1008, 2008. 190,000 tested, 0.12% active. Bcl-2-related protein A1 (Homo sapiens), Q16548. inhibition, % at 10 µM. Bim-Bfl-1 binding inhibition;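 also: 0% = wells without compound plus tracer and 100% = blocker peptide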
Mcl-1 Bim block: inhibitors of Bim peptide binding to Mcl-1, primary screen, biochemical, bead-based flow cytometry, multiplex | Induced myeloid leukemia cell differentiation protein Mcl-1 (Homo sapiens), Q07820 | Bim peptide-Mcl-1 binding | inhibition, % at 10 µM | 190,000 tested, 0.1% active;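 also: 0% = no compound tracer wells and 100% = peptide blocker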
RGS7-Gao reg: RGS7-Galphao binding modulators, primary screen, biochemical, multiplexed bead flow cytometry | binding response (% of control), % at 10 µM | actives lie on both sides | Guanine nucleotide-binding protein G(o) subunit alpha (Homo sapiens), P09471 | 220,000 tested, 0.35% active; in the data active = binding response below about 49% or above about 150%; inconclusive = no clear call, values can overlap the other calls; inactive = in between;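 also: fluorescent Galphao held in activated GDP-AlF4 state binding bead-coupled RGS7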
Bim-Bcl-B: inhibitors of Bim-Bcl-B binding, primary screen, biochemical, multiplexed, human Bcl-2 family | Bcl-2-like protein 10 (Homo sapiens), Q9HD36 | bead-based flow cytometry, Bim peptide-Bcl-B binding | inhibition, % at 10 µM | 190,000 tested, 0.073% active;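 also: 0% = tracer peptide without compound and 100% = reference inhibitor peptide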
Bcl-XL Bim block: inhibitors of Bim-Bcl-XL binding, primary screen, biochemical, multiplexed, bead flow cytometry, human Bcl-XL | AID 1007, 2008 | 190,000 tested, 0.04% active | Bim peptide-Bcl-XL binding, fluorescence | inhibition, % at 10 µM | Bcl-2-like protein 1 (Homo sapiens), Q07817
Target sequence (Q07817 whole entry, looked up): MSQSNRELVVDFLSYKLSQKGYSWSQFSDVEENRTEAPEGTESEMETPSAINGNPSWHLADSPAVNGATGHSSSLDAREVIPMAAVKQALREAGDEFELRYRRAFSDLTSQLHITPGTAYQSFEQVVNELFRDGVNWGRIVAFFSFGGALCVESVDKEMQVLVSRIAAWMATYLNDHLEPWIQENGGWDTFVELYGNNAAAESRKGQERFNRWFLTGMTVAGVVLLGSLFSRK
GSH fluor: compound fluorescence on glutathione beads, profiling panel, artefact control, biophysical, 488/530 nm, flow cytometry. 190,000 tested, 0.25% active. fluorescence (KMESF) at 10 µM. AID 1776, 2009. GSH beads flow cytometry, compound fluorescence 488/530 nm; hits give high values; in the data active = fluorescence above about 89;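 also: glutathione beads carrying GST-tagged Bcl family fusion proteins plus one bare bead set; values are compound well signal with DMSO vehicle wells as background; inactives centre near 16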
Bim-Bcl-2: inhibitors of Bim-Bcl-2 binding, primary screen, biochemical, multiplexed, human Bcl-2 family; inhibition, % at 10 µM; Apoptosis regulator Bcl-2 (Homo sapiens), P10415; AID 950, 2007; 190,000 tested, 0.06% active; Bead-based flow cytometry, Bim peptide-Bcl-2 binding; in the data active = inhibition above about 40%; inconclusive = no clear call, values can overlap the other calls;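 also: 0% = no compound wells with probe peptide and 100% = reference peptide inhibitor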
Target sequence (P10415 whole entry, looked up): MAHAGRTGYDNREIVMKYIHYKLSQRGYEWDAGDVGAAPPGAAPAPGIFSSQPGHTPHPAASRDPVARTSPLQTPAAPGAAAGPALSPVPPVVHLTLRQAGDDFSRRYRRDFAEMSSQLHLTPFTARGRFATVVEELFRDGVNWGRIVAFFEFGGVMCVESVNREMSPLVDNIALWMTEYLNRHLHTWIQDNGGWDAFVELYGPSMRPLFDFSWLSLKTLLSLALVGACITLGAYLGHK
* hit, by the source's call; ? = inconclusive. Rule as the data show it, unless noted: active = inhibition above about 40%.

mol | RGS4-Gao reg | RGS8-Gao | Bcl-W Bim block | Mcl1-Bid inh | Bim-Bfl-1 | Mcl-1 Bim block | RGS7-Gao reg | Bim-Bcl-B | Bcl-XL Bim block | GSH fluor | Bim-Bcl-2
Cc1cccc(C)c1N(CC(=O)N1CCN(c2ccccc2F)CC1)S(C)(=O)=O | 96 | 100 | -2 | -1 | -3 | -1 | 101 | -2 | -1 | 14 | -1
Cc1cc(NC(=O)CCCC(=O)Nc2ccc(F)cc2)no1 | 92 | 94 | -3 | -3 | -18 | -6 | 94 | -14 | -11 | 34 | -11
O=C(NCc1ccncc1)c1ccc(Oc2ccccc2)cc1 | 107 | 107 | 0 | -10 | -3 | 1 | 102 | -2 | -2 | 11 | 1
COc1ccc(-c2nc(NC(=O)c3nc4nccc(C)n4n3)sc2C)cc1 | 99 | 99 | 0 | -3 | -7 | 0 | 102 | 0 | -1 | 12 | 0
COC(=O)CC(c1ccc(F)cc1)n1c(C)ccc1C (configuration not stated) | 100 | 100 | 1 | -1 | -4 | 1 | 104 | -3 | -4 | 11 | 0
CCn1c(SCC(=O)Nc2nc(C)cs2)nnc1C(C)NC(=O)c1ccccc1 (configuration not stated) | 103 | 104 | -5 | -23 | -13 | -7 | 101 | -9 | -10 | 26 | -8
O=C(ONc1ccc(N=NC(=O)c2ccccc2O)cc1)c1ccccc1 | 101 | 103 | -2 | 88* | -18 | 0 | 101 | -9 | -6 | 23 | -10
COc1ccc(OC(C)C(=O)N2CCCc3ccccc32)cc1 (configuration not stated) | 95 | 96 | 0 | -39 | 0 | -2 | ? | -2 | 0 | 14 | -1
Cc1nn(-c2ccccc2)c(C)c1/C=C/C(=O)OCC(=O)Nc1ncc(C(F)(F)F)cc1Cl | 98 | 101 | -8 | 36 | -6 | -5 | 97 | -5 | -4 | 10 | -7
CCOc1ccccc1OCCCC(=O)N1CCN(S(=O)(=O)c2cccc(F)c2)CC1 | 88 | 95 | -1 | -23 | -16 | -3 | 100 | -10 | -5 | 8 | -13
S=c1[nH]cc(-c2ccccc2)n1-c1cccc(Cl)c1 | 101 | 94 | -4 | -22 | 0 | -4 | 104 | 13 | -6 | 12 | 0
Cc1cc(C)nc(NC2=NCCN2C(=O)NC2CCCCC2)n1 | 98 | 100 | 0 | -29 | -15 | -2 | 100 | -8 | -3 | 14 | -13
Cc1cc(OCCCCCN2CCCC2)ccc1Cl | 97 | 99 | -2 | -7 | -6 | 2 | 100 | -3 | 1 | 14 | 3
COCCNC(=O)c1cc(-c2ccccc2OC)on1 | 102 | 99 | 0 | -10 | -11 | 0 | 101 | -6 | -4 | 24 | -10
COc1ccc(-c2csc(NC(=O)c3ccc(OCC(=O)N4CCOCC4)c(OC)c3)n2)cc1OC | 97 | 81 | 0 | -11 | 0 | -3 | 93 | -2 | 0 | 6 | -2
C=CCn1c(C)cc(C(=O)CSc2nc(N)cc(N)n2)c1C | 95 | 98 | 1 | -55 | 0 | 1 | ? | -4 | -5 | 14 | -2
N#Cc1c(-n2cccc2C=O)sc2c1CCCC2 | 100 | 103 | 1 | -3 | -3 | -1 | 101 | -2 | -5 | 13 | -2
CCc1cc2cc(OC)ccc2nc1SCC(=O)Nc1cc(OC)c(OC)cc1C(=O)O | 102 | 101 | -3 | -3 | -10 | 0 | 104 | -5 | -5 | 9 | -4
Cc1ccc(CNCc2cccnc2)cc1 | 105 | 102 | 0 | -29 | -15 | 4 | 103 | -8 | -4 | 16 | -5
Cc1ccc(S(=O)(=O)CCc2nnc(NC(=O)CCl)s2)cc1C | 98 | 102 | -3 | -18 | -4 | -1 | 94 | -4 | 0 | 13 | -6
COc1ccccc1NS(=O)(=O)c1cc(NC(=O)Nc2ccc(Cl)cc2Cl)ccc1N1CCCCC1 | 105 | 111 | -1 | -10 | 14 | -4 | 118 | -17 | -6 | 4 | 3
O=C(c1ccc(C(F)(F)F)cc1)c1c[nH]c(C(=O)NCCCn2ccnc2)c1 | 102 | 102 | 0 | -24 | -11 | -1 | 104 | -5 | -3 | 22 | -4
CCNC(=O)CSc1ncnc2sccc12 | 94 | 98 | 0 | -13 | -14 | 0 | 94 | -5 | 0 | 27 | -4
Cc1ccc(CSCC(=O)N/N=C/c2sccc2C)cc1 | 100 | 101 | 3 | -20 | -9 | 0 | 101 | -7 | -10 | 46 | -5
O=C(O)C1C2C=CC(C2)C1C(=O)NCCCc1ccccc1 (configuration not stated) | 97 | 83 | 1 | -37 | 3 | 0 | 97 | -3 | 0 | 3 | -1
CCn1c(SCC(=O)N/N=C/c2ccc(C)o2)nnc1-c1ccc(C(C)(C)C)cc1 | 98 | 99 | -1 | 12 | -13 | -1 | 96 | -6 | -6 | 18 | -2
CC(C)(C)N=Cc1cc(-c2ccccc2)sc1O | 57 | 71 | 1 | -107 | 3 | -1 | 73 | 0 | -1 | 12 | 0
O=C(Nc1nnc(C(F)(F)F)s1)C1COc2ccccc2O1 (configuration not stated) | 100 | 101 | 2 | -20 | -10 | -2 | 102 | -9 | -7 | 41 | -7
CCOc1ccc2nc(C)cc(Nc3cccc([N+](=O)[O-])c3)c2c1 | 104 | 108 | -5 | -6 | 1 | -1 | 101 | -6 | -9 | 10 | 1
CCCCC(=O)Nc1ccc2c(c1)OCCO2 | 104 | 105 | 0 | 0 | -10 | -2 | 104 | -6 | -6 | 17 | -10
Cc1ccc(S(=O)(=O)/N=C(\Nc2cc(C)on2)c2ccc(Cl)cc2)cc1 | 99 | 101 | -1 | 11 | -1 | -2 | 102 | -3 | -5 | 27 | 0
Cc1ccc(C(=O)NC(=S)Nc2ccc(-c3ccc(CO)o3)cc2)cc1 | 98 | 94 | -2 | 13 | 4 | -1 | 98 | -6 | -6 | 16 | -3
CC1CCCC/C1=N\Nc1ccc(S(N)(=O)=O)cc1[N+](=O)[O-] (configuration not stated) | 100 | 100 | 0 | -41 | 0 | -2 | 100 | 0 | -3 | 9 | 0
COc1ccc(S(=O)(=O)Nc2ccc(N3CCOCC3)nc2)cc1 | 100 | 99 | -2 | -9 | -9 | -3 | ? | -6 | -3 | 18 | -10
C=CCn1c(SCC(=O)Nc2c(C)cccc2C)nnc1-c1cnccn1 | 99 | 98 | 0 | -4 | -17 | -3 | 99 | -11 | -9 | 37 | -7
O=C(Cn1cnc2c(nnn2Cc2ccc(Cl)cc2)c1=O)N1CCCc2ccccc21 | 95 | 81 | -4 | 0 | 0 | -4 | 99 | -8 | -6 | 15 | -1
Cc1ccc2nc(-c3ccc(NC(=O)CN4C(=O)c5ccccc5C4=O)cc3)sc2c1 | 100 | 99 | -7 | 39 | -10 | -5 | 108 | -15 | -14 | 19 | -1
O=C(CCc1nnc(CCCc2ccccc2)o1)NC(C1CC1)C1CC1 | 99 | 100 | 2 | 3 | -5 | -4 | 107 | -4 | -1 | 8 | -1
O=C(c1ccc(Cl)cc1)c1ccc(OCC(O)CN2CCOCC2)cc1 (configuration not stated) | 99 | 100 | -3 | -3 | -17 | -4 | 99 | -9 | -8 | 34 | -10
Cc1ccc(C2C(C#N)=C(N)Oc3c2c(=O)n(C)c(=O)n3C)cc1 (configuration not stated) | 100 | 98 | 1 | -53 | -8 | 1 | 100 | 0 | 0 | 25 | 1
Cc1ccc(C(C(=O)NC2CCCC2)N2CCCC(C)C2)cc1 (configuration not stated) | 103 | 101 | 4 | -11 | -5 | 3 | 103 | -4 | 1 | 23 | -2
CCCCc1cc(=O)oc2cc(OS(C)(=O)=O)ccc12 | 102 | 101 | -3 | 3 | -3 | -2 | 100 | -9 | -6 | 26 | -5
CCc1cc(/C(Cc2ccc3ccccc3n2)=N\O)c(O)cc1O | 87 | 97 | -2 | -7 | -3 | -1 | 89 | -2 | 0 | 25 | -5
Cc1ccnc(N/N=C/c2ccccc2)n1 | 98 | 104 | -1 | -6 | -3 | 14 | 99 | -4 | -6 | 10 | -2
CCOc1ccc(C(=O)CCN2CCCCCC2)cc1 | 104 | 102 | -4 | -3 | -13 | -6 | 100 | -7 | -8 | 22 | -12
CC(=O)N1[C@H](Cc2ccccc2)C=C[C@]1(C)C(=O)NCc1ccc(C)o1 | 97 | 99 | -3 | -13 | -8 | -5 | 98 | -2 | -5 | 17 | 0
CC1CCCC(NC(=S)NC(=O)c2ccccc2Br)C1C (configuration not stated) | 103 | 110 | 0 | -23 | 0 | 0 | 99 | -2 | -4 | 6 | 0
COc1ccc(CNC(=O)CCSCc2ccccc2C)cc1 | 103 | 103 | -1 | -7 | -5 | -3 | 98 | -2 | -5 | 22 | -2
Cc1cccc(/C=N/n2c(-c3ccncc3)n[nH]c2=S)c1 | 103 | 100 | -3 | -54 | 3 | -7 | 118 | -33 | -12 | 8 | -14
O=C1C=C(c2ccccc2)C(O)(c2ccccc2)C1 (configuration not stated) | 104 | 105 | 2 | -14 | -9 | 1 | 105 | -3 | 0 | 12 | -3

(listing goes on)
mol | RGS4-Gao reg | RGS8-Gao | Bcl-W Bim block | Mcl1-Bid inh | Bim-Bfl-1 | Mcl-1 Bim block | RGS7-Gao reg | Bim-Bcl-B | Bcl-XL Bim block | GSH fluor | Bim-Bcl-2
Cc1ccc(S(=O)(=O)c2nc(-c3ccccc3)oc2NCc2cccnc2)cc1 | 99 | 99 | 0 | -19 | -11 | 1 | 98 | -7 | -2 | 27 | -3
CSc1nc(NC(C)(C)C)nc(Oc2ccc(=O)n(C)n2)n1 | 94 | 98 | -3 | -9 | -1 | -5 | 89 | 0 | -3 | 12 | -5
CCn1c(COc2ccc(=O)n(-c3ccccc3)n2)nnc1SCC(=O)OC | 99 | 102 | -3 | -38 | -4 | -1 | ? | -4 | -2 | 17 | -2
Cc1cnc(NC(=O)C2=C(O)c3ccccc3S(=O)(=O)N2C)s1 | 96 | 99 | -3 | -18 | 0 | -3 | 94 | -3 | -5 | 21 | 0

Screening data from PubChem BioAssay.
